MITF act = increases MITF-driven TRPM1 promoter luciferase signal; SK-MEL-5 TRPM1-promoter luciferase, 24 h; % of positive control, neutral wells = 0; activation, % at 12.5 µM; hit rate 0.75% among 300,000;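 active = mean activation of at least 80% with every replicate also reaching 80%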;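 also: 0% = neutral control wells and 100% = parthenolide positive control wells; values of inactives mirror those of a sister screen read the other way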
Rtt109 Vps75 = blocks Candida albicans Rtt109/Vps75 acetyltransferase activity; hit rate 0.16% among 330,000; inhibition, % at 34.9 µM; AID 540336; purified Rtt109/Vps75, ThioGlo CoA-SH fluorescence, 4 h; Q5AAJ8;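 active = inhibition of at least 50% in every replicate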
RTF Ca sens act = cardiac RTF calcium sensitization. activation, % at 7.2 µM. AID 493008. hit rate 0.24% among 340,000. P19429+P45379. IANBD-labeled TnC RTF fluorescence at EC20 calcium; 0% EC20 calcium, 100% full calcium;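 active = activation above the mean over all tested compounds plus 3 SD, cut at about 30% in these data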;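 also: rise in fluorescence read as greater calcium sensitivity of cardiac thin filaments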
Tat transport = inhibitors of E. coli Tat protein transport | AID 488895 | E. coli MC4100 TorA-mCherry Tat export, fluorescence | hit rate 0.036% among 340,000 | inhibition, % at 10 µM;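 active = mean replicate inhibition at least 50% and at least half of replicates individually reaching 50%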;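 also: exported cargo escapes ClpAP degradation while cytoplasmic cargo is degraded and loses fluorescence; 0% = median of neutral control wells and 100% = median of NaSCN control wells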
V-ATPase pH = regulators of yeast V-ATPase proton transport; S. cerevisiae, pHLuorin cytosolic pH fluorescence; response, % at 10 µM; hit rate 0.37% among 350,000; in the data active = response mostly above about 7.3%, no sharp cut-off; inactive = mostly below about 5.4%; also: actives read high; inactives centre near 0; some compounds called inactive have numbers as strong as hits; reference of the scale not given here
Wnt bcat act = Wnt/beta-catenin pathway activation; Wnt/beta-catenin reporter cell assay, activator, plate reader; activation, % at 9.35 µM; hit rate 1.2% among 300,000; AID 743398; in the data active = activation above about 30%, passing the limit was not always enough;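 also: 0% = neutral control wells and 100% = positive control wells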
CAL PDZ FP-1 = blocks peptide binding to human CAL PDZ domain; inhibition, % at 20 µM; hit rate 0.02% among 330,000; Q9HD26; purified CAL PDZ, TMR-peptide fluorescence polarization, 1 h; AID 504414;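 active = highest replicate inhibition of at least 40%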;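 also: plate controls were DMSO neutral control wells for no effect and unlabeled competitor peptide control wells for full effect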
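Assay system – tagged CAL PDZ protein CerCALP, purified · Timing – 1 h at RT · Compound – single point, 20 µM · Measured by – fluorescence polarization from S- and P-plane intensities, G-factor corrected · Evaluation – inhibition from polarization loss · Probe or stimulus – TMR reporter peptide T*-PRC34 · Buffer or medium – pH 7.4 phosphate-saline buffer, reducing agent, detergent, IgG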
dFosB act = enhances mouse delta FosB homodimer DNA binding; P13346; hit rate 0.99% among 340,000; activation, % at 25 µM; purified delta FosB, TAMRA-CDK5 oligo fluorescence polarization; percent of positive-control signal above neutral wells;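 active = mean activation above about 17%, with every replicate also reaching it, limit read from the data, passing the limit was not always enough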;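 also: fluorescence polarization rise as delta FosB binds a TAMRA Cdk5 AP-1 oligo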
Target sequence (P13346 whole entry, looked up): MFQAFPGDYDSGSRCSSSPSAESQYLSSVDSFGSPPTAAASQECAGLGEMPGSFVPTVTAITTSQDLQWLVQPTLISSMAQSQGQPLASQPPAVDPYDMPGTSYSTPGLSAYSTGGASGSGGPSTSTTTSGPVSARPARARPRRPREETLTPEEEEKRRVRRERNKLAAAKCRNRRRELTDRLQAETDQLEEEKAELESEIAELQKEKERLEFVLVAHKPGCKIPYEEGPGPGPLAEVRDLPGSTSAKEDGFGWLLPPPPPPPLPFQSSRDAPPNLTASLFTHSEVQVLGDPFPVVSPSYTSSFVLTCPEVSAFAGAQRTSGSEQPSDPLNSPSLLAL
CAL PDZ FP-2 = inhibitors of human CAL PDZ peptide binding; AID 602252; purified CAL PDZ, TMR-peptide fluorescence polarization, 1 h; hit rate 0.92% among 300,000; Q9HD26; inhibition, % at 24.9 µM;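 active = mean inhibition of at least 30% with at least half of replicates also reaching 30%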;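 also: 0% = DMSO neutral control and 100% = excess unlabeled competitor peptide PRC23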
CDK5 inh = CDK5/p35 (human) kinase inhibition; Q00535+Q15078; inhibition, % at 10 µM; Recombinant CDK5/p35, ADP-Glo luminescence, 60 min; hit rate 0.01% among 330,000;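 active = highest replicate inhibition of at least 50% and at least 75% of replicates reaching 50%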;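 also: plate controls were DMSO neutral control for no effect and GW8510 at 10 µM for full effect; many of its hits are not listed in these tables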
Target sequence (Q00535 whole entry, looked up): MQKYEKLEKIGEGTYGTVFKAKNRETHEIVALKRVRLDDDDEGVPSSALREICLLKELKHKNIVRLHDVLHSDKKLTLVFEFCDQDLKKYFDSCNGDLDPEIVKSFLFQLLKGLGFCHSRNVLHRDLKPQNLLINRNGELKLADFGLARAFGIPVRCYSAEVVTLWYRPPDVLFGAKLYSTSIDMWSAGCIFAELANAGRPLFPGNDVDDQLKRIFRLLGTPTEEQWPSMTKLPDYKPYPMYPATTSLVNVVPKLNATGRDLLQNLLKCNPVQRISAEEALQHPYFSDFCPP
Target sequence (Q15078 whole entry, looked up): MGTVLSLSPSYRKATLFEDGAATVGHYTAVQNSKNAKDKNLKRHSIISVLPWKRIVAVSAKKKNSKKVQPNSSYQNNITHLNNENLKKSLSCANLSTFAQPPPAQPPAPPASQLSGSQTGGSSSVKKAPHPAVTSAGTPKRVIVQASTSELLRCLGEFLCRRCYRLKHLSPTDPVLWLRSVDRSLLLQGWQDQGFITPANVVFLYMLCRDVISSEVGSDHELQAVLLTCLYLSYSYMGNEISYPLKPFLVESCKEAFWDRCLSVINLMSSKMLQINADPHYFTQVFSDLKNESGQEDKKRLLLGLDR
Starred values were filed as active, the others as inactive; x = not tested or not shown; & = joins results of further samples. No enrichment for hits. About 4.1% of those tested had a hit in this group.

Structure	Wnt bcat act	V-ATPase pH	Rtt109 Vps75	CAL PDZ FP-1	Tat transport	MITF act	dFosB act	CAL PDZ FP-2	CDK5 inh	RTF Ca sens act
Cc1cccc2nc(-c3ccccc3)nc(N[C@@H](CO)c3ccccc3)c12	-10	-3	7	-1.3	12	-4	-1	x	0.9	-10
Cc1ccc(S(=O)(=O)c2c(C(=O)c3ccccc3)cnc3cc4c(cc23)OCCO4)cc1	1	-1	-6	-3.5	-3	10	-4	-2	-0.1	-2
O=C1CSC(c2ccccc2[N+](=O)[O-])N1c1ccccc1 (stereo not given)	-1	-3	4	0.5	-3	-4	-1	-5	0.3	0
CCN(CC)C(=O)c1ccc2c(c1)N(Cc1ccccc1)C(=O)CS2=O (stereo not given)	-4	0	9	0.2	7	x	-2	x	1.9	3
CCCCCn1c(=S)[nH]c2cc(C(=O)N3CCCC3)ccc2c1=O	-3	-2	-4	1.1	-7	0	-1	-4	-1.4	10
COc1ccc(/C=C/C(=O)c2cc3c(cc2N)OCO3)cc1	52*	-1	0	0.6	4	57	-3	-7	-3.9	3
C/C(=N/Oc1nc(C)cc(C)n1)c1ccc(Cl)cc1Cl	x	-1	0	-0.8	1	17	4	-4	-1.7	1
CCOC(=O)Cc1csc(NC(=S)NC(=O)c2ccccc2)n1	-2	0	15	-0.8	2	3	-15	2	-0.7	-4
O=Cc1cc([N+](=O)[O-])ccc1N1CCN(Cc2ccc3c(c2)OCO3)CC1	0	3	x	-0.8	2	-18	-14	-2	-0.1	2
O=C(NCCc1ccccc1)C1c2ccccc2C(=O)N1C1CC1 (stereo not given)	x	x	9	-0.9	-16	x	1	-2	-0.3	2
C[C@H](CO)N1C[C@H](C)[C@@H](CN(C)S(=O)(=O)c2ccc(F)cc2)Oc2ccc(NS(=O)(=O)c3ccc(F)cc3)cc2C1=O	-4	3	3	-1.5	5	28	-17	-3	-0.1	-3
CCCc1nc(SCc2ccccn2)c2c(=O)n(C)c(=O)n(C)c2n1	-4	-4	-5	-1.3	-3	x	-15	-5	-2.0	-1

Further records:
Structure	Wnt bcat act	V-ATPase pH	Rtt109 Vps75	CAL PDZ FP-1	Tat transport	MITF act	dFosB act	CAL PDZ FP-2	CDK5 inh	RTF Ca sens act
Clc1ccc(/C=N/Nc2nnc(-c3ncc[nH]3)c3ccccc23)cc1	x	-1	-3	-1.0	4	6	-21	-4	-0.9	1
O=[N+]([O-])c1ccc(-c2ccc(/C=N/Nc3nc(N4CCCCC4)nc(N4CCCCC4)n3)o2)cc1	-18	-6	0	0.7	-1	12	-3	6	-0.5	x
Cc1cc(C(=O)OCC(=O)Nc2cc(Cl)ccc2C)c(C)o1	-2	2	-5	-7.5	3	10	6	-2	-2.0	2
O=C(CCCN1C(=O)/C(=C/c2cccs2)SC1=S)Nc1cccc(C(=O)O)c1	1	1	-1	-2.8	7	-6	-7	-2	1.0	3
CCN(CC)CCn1c2c(c(SCC(=O)Nc3nc(C)cs3)nc1=O)CCC2	0	-2	-2	-3.0	-7	3	-5	7	1.1	-11
CCCOc1ccc(CCC(=O)O)cc1	0	2	-12	-0.4	-3	3	2	x	-0.6	9
Cc1ccc(CN2C(=O)C(Cc3ccccc3)Nc3ncnc(N4CCCCC4)c32)cc1 (stereo not given)	-2&-2	2	-1	0.0	-3	4	0	-2	0.6	-4
CCCCNCCS(=O)(=O)NCc1ccccc1OC	-1	1	3	-0.3	-5	6	0	0	-3.7	-1
Cc1c(Br)c(C(F)(F)F)nn1CC(=O)NCc1ccccc1	x	4	0	0.4	-4	6	14	-3	0.4	-3
Oc1ccc(Br)cc1-c1nc2cnccn2c1NC1CCCCC1	1	2	-16	-2.1	11	3	-4	-3	2.1	1
Cc1ccccc1NC(=O)COC(=O)Cc1cccc(C(F)(F)F)c1	-4	4	-17	-0.8	1	15	-4	-1	-0.2	4
Cc1ccc2nc(-c3ccc(Br)cc3)cn2c1	-6	4	0	-1.9	-17	x	-5	2	-1.2	0

(next part)
Structure	Wnt bcat act	V-ATPase pH	Rtt109 Vps75	CAL PDZ FP-1	Tat transport	MITF act	dFosB act	CAL PDZ FP-2	CDK5 inh	RTF Ca sens act
c1ccc2c(c1)Cn1nc(Cc3nc4c(s3)CCCC4)nc1-2	x	0	5	0.5	3	9	-2	-1	0.7	-1
COc1ccc(CC(=O)Nc2ccc(S(=O)(=O)Nc3cc(C)on3)cc2)cc1	-9	-3	10	-1.2	-3	4	-1	49*	0.1	0
Cc1occc1C(=O)NNC(=O)C(c1ccccc1)c1ccccc1	x	2	-1	x	-1	-3	-5	3	-1.0	-2
CCOc1ccc(N(CC(=O)NC2CC3CCC2C3)S(=O)(=O)c2ccc(C)cc2)cc1 (stereo not given)	-3	-4	0	0.6	11	-7	-13	9	0.5	-2
COc1ccccc1NC(=S)N1CCC(c2nc3ccccc3o2)CC1	-2	5	14	-1.8	6	0	-4	-1	-0.6	1
O=C(Nc1cccc(C(F)(F)F)c1)c1ccc2nc(N3C(=O)CCC3=O)sc2c1	x	-2	2	-3.8	-6	5	0	x	1.1	-1
Cc1cc(C)n(CC(=O)NNC(=O)c2cccc(C(F)(F)F)c2)n1	0	1	-9	-1.3	4	11	3	2	1.0	-4
OCc1nc2ccccc2n1CC(O)Cn1ccc2ccccc21 (stereo not given)	-1	-2	8	0.2	-6	x	0	x	-1.1	1
COc1ccccc1-c1ccc(SCc2ccccc2F)nn1	-3	2	10	-0.1	5	25	-5	2	-1.3	-2
CCn1c2ccccc2c2cc(NC(=O)COC(=O)Cc3cn4ccsc4n3)ccc21	x	-2	3	-0.3	6	7	-4	-2	-1.8	-6
Cc1ccc(C)c(C(=O)C(C)Sc2nc3nn(-c4ccccc4)c(=O)c-3c3n2CCCCC3)c1 (stereo not given)	-2	2	-3	-2.7	-10	-2	-5	-1	0.2	1
O=C(NCc1nc(-c2ccc(Cl)cc2)no1)c1ccc2c(c1)OCO2	2	1	2	-2.1	7	-1	-8	-3	-1.8	-3

Next results follow:
Structure	Wnt bcat act	V-ATPase pH	Rtt109 Vps75	CAL PDZ FP-1	Tat transport	MITF act	dFosB act	CAL PDZ FP-2	CDK5 inh	RTF Ca sens act
Cc1cc(N2CCOCC2)n2nc(C)c(-c3ccccc3Cl)c2n1	-3	-1	2	0.9	-11	-14	-9	-2	1.1	-6
NC(=O)c1cccc(NC(=O)Nc2ccc(Cl)cc2)c1	0	-1	4	3.9	4	74	-5	3	-0.6	2
CCN1CCc2c(OCC(=O)N3CCCc4ccccc43)cccc2C1=O	-1	1	3	0.5	11	-23	-1	-6	-0.8	-4
COc1cc2c3c(n(C)c(=O)c2cc1OC)-c1cc2c(cc1C3=O)OCO2	x	2	-8	-2.0	5	6	-3	-2	-0.8	9
COCCC(=O)N1CCC(Oc2ccc(C(=O)N(C)C(C)c3ccon3)cc2)CC1 (stereo not given)	5	-2	-4	-0.3	-3	5	-4	27	0.9	-1
CCCCn1nnnc1SCC(=O)c1ccc(C)c(C)c1	x	-4	-2	-2.0	2	14	-1	0	0.0	3
CN1C(=O)C(C)(C)c2cc(S(=O)(=O)NCc3ccc(C(=O)NCc4ccco4)cc3)ccc21	-4	-2	12	0.3	3	6	-12	x	1.3	-3
Cc1ccc2cc(C=O)c(N(C)C)nc2c1	-2	-7	5	-1.8	-4	12	1	-2	-1.4	3
CC(=O)c1ccc(NC(=O)CSc2ccc(-c3sc(C)nc3C)nn2)cc1	-2	-4	-1	-3.7	-3	-8	-19	-4	-0.4	-3
Oc1c(Br)cc(/C=N/n2c(-c3ccccc3)n[nH]c2=S)cc1Br	0	0	-1	1.5	0	x	1	-1	2.3	1
COc1ccccc1C1CC(c2ccco2)=NN1c1ccccc1 (stereo not given)	-1	-2	21	-2.1	0	-8	-1	-1	0.1	-4
CC(=O)c1cnc2n(c1=O)CCS2	2	-1	x	-0.2	-2	-5	5	2	1.8	1

(next part)
Structure	Wnt bcat act	V-ATPase pH	Rtt109 Vps75	CAL PDZ FP-1	Tat transport	MITF act	dFosB act	CAL PDZ FP-2	CDK5 inh	RTF Ca sens act
COc1ccccc1C(=O)NC(=O)COC(=O)Cn1cnc2c1c(=O)n(C)c(=O)n2C	-3	-8	12	-0.2	5	-4	-6	x	0.2	-4
Cn1c(NC(=O)c2ccc(Cl)cc2Cl)cc(=O)n(C)c1=O	0	2	-8	-0.9	0	-1	-7	x	-0.8	0
CSc1nc2c(c(C(F)(F)F)n1)CC(C)CC2 (stereo not given)	x	-2	-3	-0.2	-7	-6	1	0	0.5	-3
CC(=O)c1ccc(NC(=O)C(C)Sc2nnc(-c3ccncc3)n2C2CC2)cc1 (stereo not given)	-8	1	1	-0.2	-1	-6	1	-8	-2.5	17
CNc1oc(/C=C/c2cccc(OC)c2)nc1C#N	x	6	-150	-0.9	-6	x	-10	x	-0.1	0
O=C(Nc1ccc(OC(F)(F)F)cc1)Nc1cccc([N+](=O)[O-])c1	x	3	-12	-1.0	-23	-53	3	x	-0.7	-7
O=c1oc2ccccc2cc1-c1nnc(NCc2ccco2)s1	72*	-2	-28	-4.6	6	x	2	-7	-2.4	-2
Cc1cc(C)nc(NC2=NCC(=O)N2c2ccccc2Br)n1	-1	0	-16	-0.3	2	-9	-2	x	-1.2	4
COc1cc(N)c(Cl)cc1C(=O)OCC(=O)c1ccc2c(c1)NC(=O)CO2	-3	-1	6	-5.0	7	1	10	-4	1.3	-2
COCCNC(=O)C(c1ccc(C)cc1)N(C(=O)C(=O)NC1CCCC1)c1ccc2c(c1)OCCO2 (stereo not given)	5	0	4	-0.1	13	x	-5	x	-6.0	4
COc1ccc(N2CCN(C(=O)Nc3ccccc3Cl)CC2)cc1	0	1	0	-1.2	-5	-8	-9	-5	0.1	1
